SKN-1 inh = inhibitors of C. elegans SKN-1; inhibition, % at 21.8 µM; 360,000 tested, 0.49% active; C. elegans VP596 Pgst-4::GFP/RFP ratio, acrylamide-induced, 24 h;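 active = interference check ratio from 0.5 to 1.5 plus GFP to RFP signal ratio inhibition reaching or exceeding a fixed threshold, cut at about 30% in these data, passing the limit was not always enough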; also: some compounds called inactive have numbers as strong as hits
MT1-MMP act inh = inhibitors of human MT1-MMP activation. AID 651647. HT1080 RFP-PRO-GFP cells, GFP/RFP ratio fluorescence, overnight; percent of plate control window, DMSO zero. GFP/RFP ratio change, % at 20 µM. 360,000 tested, 0.061% active. P50281;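 active = GFP/RFP ratio change of at least 30% with cell ATP level not reduced by more than half and red fluorescence within 50% of control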; also: strong numbers were not always called active
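Material – HT1080 RFP-PRO-GFP cells · Control set – DMSO wells and RFP-L50D-GFP cells · Incubation – overnight cell settling, then overnight compound exposure, 37 °C, 5% CO2 · Compound dosing – single-point 20 µM compound, 1% DMSO · Read-out – GFP/RFP fluorescence ratio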
SUMO1 PPI mod = modulators of human SUMO1-mediated protein-protein interactions. SUMO1 binding to a labelled peptide, TR-FRET, 1 h. P63165. 360,000 tested, 0.33% active. inhibition, % at 20 µM. AID 602429; in the data active = inhibition above about 37%
Rpn11 inh = blocks the human proteasome subunit Rpn11; O00487; human 26S proteasome, Ub4-pepOG fluorescence polarization; 20S core pre-blocked with epoxomicin; 360,000 tested, 0.59% active; AID 588493; calls only at 20 µM;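 active = inhibition at 20 µM, scaled to each plate's controls, above about 33%, limit read from the data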
Target sequence (O00487 whole entry, looked up): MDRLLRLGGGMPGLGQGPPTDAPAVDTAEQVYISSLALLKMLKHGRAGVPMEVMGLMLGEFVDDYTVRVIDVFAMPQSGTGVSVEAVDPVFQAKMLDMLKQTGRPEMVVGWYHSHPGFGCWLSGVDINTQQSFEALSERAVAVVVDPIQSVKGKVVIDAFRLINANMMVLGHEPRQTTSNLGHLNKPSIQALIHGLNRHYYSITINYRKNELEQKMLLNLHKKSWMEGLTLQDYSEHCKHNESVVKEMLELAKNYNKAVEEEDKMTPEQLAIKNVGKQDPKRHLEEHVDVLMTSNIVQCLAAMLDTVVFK
Scp1 inh = blocks human Scp-1 phosphatase activity | AID 493091 | inhibition, % at 20 µM | Recombinant Scp1, phosphopeptide, malachite green phosphate absorbance | 340,000 tested, 0.88% active | Q9GZU7;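 active = inhibition above about 50% at 20 µM, limit read from the data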;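 also: plate controls were DMSO wells with enzyme for no effect and wells lacking enzyme for full effect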
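Test system: SCP-1 phosphatase catalytic domain, residues 76-261; measured by: colorimetric phosphate reagent with accelerator and stabiliser, absorbance at 630 nm; timing: enzyme reaction 45 min at room temperature, colour 5 min, stabilisation 30 min; also added: Phosphorylated 17-residue peptide substrate; compound dosing: one concentration, 20 µM, with 1.0% DMSO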
STEP block = blocks human striatal-enriched tyrosine phosphatase; P54829; recombinant STEP, OMFP fluorogenic substrate, fluorescence; inhibition, % at 20 µM; 360,000 tested, 0.25% active;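 active = inhibition at 20 µM, scaled per plate between control wells, above about 37%, limit read from the data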;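 also: 0% = DMSO with enzyme and substrate and 100% = substrate only without enzyme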
Target sequence (P54829 whole entry, looked up): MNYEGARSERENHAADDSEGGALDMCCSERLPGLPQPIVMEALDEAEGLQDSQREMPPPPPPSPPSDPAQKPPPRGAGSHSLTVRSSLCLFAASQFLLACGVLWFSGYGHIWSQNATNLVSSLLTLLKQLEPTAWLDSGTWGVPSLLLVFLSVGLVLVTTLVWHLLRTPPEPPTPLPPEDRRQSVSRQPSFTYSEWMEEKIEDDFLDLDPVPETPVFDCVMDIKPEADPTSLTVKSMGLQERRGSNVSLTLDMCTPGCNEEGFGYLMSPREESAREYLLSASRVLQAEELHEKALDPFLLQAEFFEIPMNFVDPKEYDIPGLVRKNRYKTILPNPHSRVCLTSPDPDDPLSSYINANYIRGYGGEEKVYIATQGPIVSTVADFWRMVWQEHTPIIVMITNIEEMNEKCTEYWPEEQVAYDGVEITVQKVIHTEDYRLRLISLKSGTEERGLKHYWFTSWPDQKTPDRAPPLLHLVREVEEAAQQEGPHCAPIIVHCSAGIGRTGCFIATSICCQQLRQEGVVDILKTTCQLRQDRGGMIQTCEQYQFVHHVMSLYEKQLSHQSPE
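Assay system: isolated STEP enzyme. Buffer or medium: pH 6.0 Bis-Tris with DTT and Tween 20. Also added: fluorogenic phosphatase substrate OMFP at 25 µM final. Dosing: 20 µM, 1% DMSO. Timing: 20 min reaction, room temperature, in the dark. Measured by: fluorescence intensity, excitation 480 nm, emission 540 nm. Evaluation: normalized % inhibition.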
LMPTP inh = LMPTP (human) inhibition; AID 651560; inhibition, % at 20 µM; recombinant LMPTP-A, OMFP fluorogenic substrate, fluorescence intensity; P24666; 360,000 tested, 0.22% active;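 active = compounds that cut the enzyme signal by at least half of the control window in the single-dose screen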;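 also: plate controls were DMSO wells with enzyme plus substrate for no effect and substrate without enzyme for full effect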
Target sequence (P24666 whole entry, looked up): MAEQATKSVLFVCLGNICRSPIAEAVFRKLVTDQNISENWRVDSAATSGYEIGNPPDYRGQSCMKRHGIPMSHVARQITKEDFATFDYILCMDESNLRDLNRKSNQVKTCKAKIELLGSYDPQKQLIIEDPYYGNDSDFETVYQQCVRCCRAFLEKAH
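Assay system: LMPTP-A phosphatase enzyme | Input: 0.625 nM enzyme | Also added: Fluorogenic phosphatase substrate OMFP at 400 µM final | Compound dosing: One test concentration per compound, 20 µM, with 3% DMSO overall | Schedule: 50 min enzyme reaction at room temperature, protected from light | Signal: Fluorescence intensity | Benchmarks: no-enzyme and uninhibited controls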
NRP1-CendR mod = NRP-1/CendR interaction modulation. O14786. FAM-RPARPAR peptide binding to NRP-1, fluorescence polarization. 360,000 tested, 0.85% active. inhibition, % at 25 µM. AID 602438;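 active = inhibition or corrected inhibition above about 18%, plus a signal ratio from 0.5 to 1.5, limit read from the data, passing the limit was not always enough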; also: strong numbers were not always called active
DNMT1 block = blocks human DNA methyltransferase DNMT1; DNMT1 molecular beacon, Hinp1I cleavage, fluorescence; inhibition (reported as % activation of signal), % at 10 µM; 360,000 tested, 0.83% active; in the data active = inhibition above about 50%
NadD inh = blocks S. aureus nicotinate mononucleotide adenylyltransferase. AID 602399. 360,000 tested, 0.78% active. purified NadD enzyme, colorimetric absorbance read-out. inhibition, % at 20 µM; in the data active = inhibition above about 26%; also: some compounds past the cut are filed as inactive
* hit, by the source's call; i = inactive; nt = not tested or not shown.

Structure	SKN-1 inh	LMPTP inh	Scp1 inh	SUMO1 PPI mod	DNMT1 block	STEP block	NRP1-CendR mod	Rpn11 inh	MT1-MMP act inh	NadD inh
COc1cccc(/C=N/NC(=O)c2ccc(N(C)S(=O)(=O)c3ccccc3)cc2)c1OC	0	0.9	0	0	-6	0	4	i	5	-6
O=C1CC(c2cccs2)CC2=C1C(c1ccccc1)n1ncnc1N2 (stereo not given)	4	-0.7	-4	3	-1	2	-5	i	3	3
CCOC(=O)C[n+]1c(C)sc2ccc(OC)cc21	-13	0.1	-1	4	-12	0	1	i	3	2
COc1ccc(CC(=O)OCc2cc3ccc(C)cc3[nH]c2=O)cc1	2	0.0	-5	-6	-3	-1	0	i	3	2
O=C(O)c1ccc(N=N/C(=N\Nc2ccc(C(=O)O)cc2)c2ccccc2)cc1	14	25	-11	-20	6	8	34*	i	31*	-1
COc1cc2c(cc1OC)CN(c1nc(CN3CCOCC3)nc3sc4c(c13)CCCC4)CC2	-5	1.5	27	5	-6	2	-14	i	-26	1
Cc1ccc(N2CC(NS(=O)(=O)c3cccnc3)CC2=O)cc1 (stereo not given)	0	-0.1	1	-1	3	-1	3	i	-2	-7
O=C(NNC(=O)C1CCC1)c1ccccc1	-5	0.5	-5	3	0	-2	-10	i	3	-1
O=C(Nc1ccccc1)c1cc(C2CCCCN2C(=O)c2ccc3c(c2)CCO3)on1 (stereo not given)	9	-1.3	nt	-1	-3	-1	-24	i	0	-1
Cc1ccc(N2CC(C(=O)Nc3cc(Cl)ccc3-n3cncn3)CC2=O)cc1 (stereo not given)	-7	-0.8	-5	-4	9	0	4	i	0	2
C[C@H](NC(=O)[C@H]1N2C(=O)c3ccccc3C2SC1(C)C)C(=O)N1CCCCC1 (stereo not given in full)	-3	-1.8	-7	0	1	-1	6	i	-3	-1
CC(Oc1ccccc1)C(=O)N=Nc1c(O)[nH]c2ccc(Br)cc12 (stereo not given)	11	0.2	2	-8	2	0	6	i	-3	2
CCN(CC)C(=O)Cn1c(=O)n(-c2ccccc2)c(=O)c2c3c(sc21)CCC3	-3	-1.0	-12	4	0	1	20	i	4	1
COc1ccc2oc(=O)c(C(=O)Nc3ccccc3-c3ccccc3)cc2c1	10	3.2	0	-8	-2	4	2	i	-4	-8
Cc1sc(NC(=O)CS(=O)(=O)c2ccccc2)c(C(N)=O)c1C	0	-2.2	-3	-4	0	-3	-2	i	0	-3
Cc1ccnc(NC(=O)CNC(=O)Cc2cccc3ccccc23)c1	-1	0.7	9	-5	-4	0	-5	i	3	-5
O=C(O)c1cnn(-c2nc(-c3cccc(F)c3)cs2)c1C(F)(F)F	2	-0.1	-9	1	1	-3	6	i	-2	-6
CC1=NN(C(=O)CCc2ccccc2)C(O)(c2ccncc2)C1 (stereo not given)	-5	-0.1	7	1	1	-1	-6	i	-1	2
O=C(O)c1ccc(Nc2nc3c(s2)CCCC3)cc1	4	-0.4	-2	6	2	2	3	i	5	-1
O=C(COC(=O)c1ccc([N+](=O)[O-])o1)Nc1ccc(N2CCOCC2)cc1	5	-0.3	-5	-30	-9	-2	-14	i	-3	-2
Cc1[nH]c(C)c(S(=O)(=O)N2CCC(C)CC2)c1C(=O)N1CCCC1	-13	-1.4	1	-3	1	4	3	i	-2	-1
COc1ccc(N2CCN(C(=O)Cc3cccs3)CC2)cc1	-13	-0.8	-3	-2	2	0	8	i	-3	3
Cc1c(C(=O)N2CCCC2)c(S(=O)(=O)Nc2ccccc2)c(C)n1C	-1	-0.4	-4	3	1	-1	2	i	-3	3
Cc1cccc(/C=N/n2c(C)cc(C)c(C#N)c2=O)c1	21	-1.7	13	3	9	-6	0	i	18	3
COC(=O)C1(CCSC)NC(c2ccc(O)c(OC)c2)C2C(=O)N(c3ccc(C)cc3)C(=O)C21 (stereo not given)	8	-0.6	-8	2	-5	-2	-29	i	2	1
CC(=O)CNc1ccc(S(=O)(=O)N/N=C/c2ccccc2)cc1	-4	0.5	2	0	4	2	5	i	-9	-1
COC(=O)C1(C(=O)OC)C[C@H](c2cccs2)N(Cc2ccccc2OC)[C@@H]1c1ccc(F)cc1	6	2.0	nt	2	nt	nt	-2	nt	-3	nt
COc1ccc(C(C)(C)C)cc1NC(=O)CCN1C(=O)NC(C)(C)C1=O	4	-1.0	-5	0	3	-5	10	i	2	9
O=C(CN1CCN(c2ccccn2)CC1)N1c2ccccc2Sc2ccc(C(F)(F)F)cc21	-1	2.3	33	-1	-5	-1	3	i	-8	3
Cc1nc(NC(=O)c2c(-c3ccccc3)noc2C)sc1C(=O)N(C)C	3	-2.1	-8	-2	1	-1	2	i	1	-1
Cc1ccc(S(=O)(=O)Nc2cc3c4c(c2)CCN4C(=O)CC3)cc1	-10	-0.1	4	-4	0	-2	10	i	12	-1
S=C1NCN(CCc2ccccc2)CN1	19	-2.9	-1	4	-4	-3	9	i	-1	-1
COCC(=O)Nc1cc(C)cn(Cc2cccc(C(F)(F)F)c2)c1=O	11	0.7	-5	1	2	2	-3	i	5	-2
CCC(=O)Nc1cccc(C(=O)c2ccc(C)c(C)c2)c1	-15	-0.8	-12	1	1	-3	4	i	7	-2
COc1ccc(S(=O)(=O)NCCCCC(=O)O)cc1C(=O)O	2	-1.2	-2	1	-3	-2	-3	i	1	0
CCN(CC(=O)Nc1ccc(NC(C)=O)cc1)C(=O)CCCc1nc2ccccc2s1	11	0.1	-5	-4	5	0	-8	i	-2	4
CCN(N=O)[C@@H](Cc1ccccc1)CN(N=O)[C@@H](Cc1ccccc1)CN(C)N=O	-8	0.6	19	3	13	2	6	i	6	-5
O=S1(=O)CCN2C(Cc3ccc(SC(F)F)cc3)=CSC2=N1	-3	-1.5	-6	-3	-3	-1	1	i	0	-3
Cc1cccc(OC(C)C(=O)N2CCc3ccccc3C2)c1 (stereo not given)	-9	0.6	-8	2	2	0	3	i	-2	-1
S=C(NCc1ccc2[nH]c3c(c2c1)CCCC3)Nc1ccccc1Cl	-1	2.1	-9	11	-27	-2	-5	i	0	6
NS(=O)(=O)c1ccc(NC(=O)COC(=O)CC2Sc3ccccc3NC2=O)cc1 (stereo not given)	-16	-0.7	-5	3	-2	4	2	i	-3	-4
CSCC[C@H](NC(=O)c1ccc(Br)o1)c1nnc2ccccn12	14	-0.9	-6	2	1	0	7	i	-1	7
COCCCNc1cc(C)nc2ccccc12	-15	26	0	0	3	-1	9	i	4	6
CC(C)(C)NC(=O)C(c1cccs1)N(CC1CCCO1)C(=O)c1ccc(-c2ccccc2)[nH]1 (stereo not given)	4	1.4	-5	16	2	1	0	i	-13	2
CCOC(=O)Cn1c(=O)c2c(nc3n2CCS3)n(C)c1=O	-14	-0.5	-1	-2	-6	-6	2	i	-2	-7
COc1ccc(Cc2c(-c3ccc(F)cc3)nc3ccc(Br)cn23)c(C)c1	25	0.8	nt	8	14	-3	-16	i	1	8
CN(C(=O)COc1ncnc2sccc12)C1CCCCC1	5	30	-5	4	-6	16	-2	i	5	-1
Cc1cccc(CCNS(=O)(=O)c2ccc3c(c2)NC(=O)C(C)S3)c1 (stereo not given)	-17	-0.3	-7	-3	0	0	7	i	1	-10

Part of the list above in a different format:
S=C(NCc1ccc2[nH]c3c(c2c1)CCCC3)Nc1ccccc1Cl
  SKN-1 inh: -1
  LMPTP inh: 2.1
  Scp1 inh: -9
  SUMO1 PPI mod: 11
  DNMT1 block: -27
  STEP block: -2
  NRP1-CendR mod: -5
  Rpn11 inh: i
  MT1-MMP act inh: 0
  NadD inh: 6
NS(=O)(=O)c1ccc(NC(=O)COC(=O)CC2Sc3ccccc3NC2=O)cc1 (stereo not given)
  SKN-1 inh: -16
  LMPTP inh: -0.7
  Scp1 inh: -5
  SUMO1 PPI mod: 3
  DNMT1 block: -2
  STEP block: 4
  NRP1-CendR mod: 2
  Rpn11 inh: i
  MT1-MMP act inh: -3
  NadD inh: -4
CCOC(=O)Cn1c(=O)c2c(nc3n2CCS3)n(C)c1=O
  SKN-1 inh: -14
  LMPTP inh: -0.5
  Scp1 inh: -1
  SUMO1 PPI mod: -2
  DNMT1 block: -6
  STEP block: -6
  NRP1-CendR mod: 2
  Rpn11 inh: i
  MT1-MMP act inh: -2
  NadD inh: -7

The results go on.
Structure	SKN-1 inh	LMPTP inh	Scp1 inh	SUMO1 PPI mod	DNMT1 block	STEP block	NRP1-CendR mod	Rpn11 inh	MT1-MMP act inh	NadD inh
C/C(=N\Nc1ccc(F)cc1)c1ccc(N2CCOCC2)c(F)c1	5	-1.2	0	21	-1	-1	8	i	3	3
CC(=O)c1cc2c(cc1N/C(=N/S(=O)(=O)c1ccc(C)cc1)c1ccccc1)OCO2	8	1.4	-7	1	-6	1	-4	i	-4	-1
Cc1ccc(-c2nc(SCC(N)=O)c(C#N)c3c2CCCC3)cc1	-14	0.8	-2	-1	-4	0	4	i	2	1
Cc1ccccc1OCC(=O)NNC(=O)c1cc(S(=O)(=O)N(C)C)ccc1N1CCCC1	-9	0.2	-2	-3	0	3	5	i	0	-2
O=C(NC(=S)Nc1c(Cl)cc(Cl)cc1Cl)c1ccccc1	27	1.8	nt	10	-7	-1	-10	i	-2	-4
CCOc1ccc(NC(=O)C2CC(=O)N(C)C(=Nc3ccc4c(c3)OCO4)S2)cc1 (stereo not given)	17	0.4	-7	2	-3	-1	-3	i	3	3
CC1CCCC(C)N1C(=O)COC(=O)c1ccc(Br)o1 (stereo not given)	0	0.4	5	-5	1	2	12	i	1	1
COc1ccc(Cc2nnc(NC(=O)Nc3ccc(F)cc3)s2)cc1OC	14	-0.1	-4	1	-3	2	-7	i	6	-7
O=C(NCc1ccco1)c1cnc2sccn2c1=O	0	-0.6	0	2	14	3	0	i	3	-2
O=C(Nc1cccnc1)c1cccc(S(=O)(=O)Nc2ccccc2F)c1	8	0.6	-2	10	-1	2	-8	i	0	-1
Cc1ccc(SCc2cc(=O)n3[nH]c(C)nc3n2)cc1	20	0.0	-4	0	1	2	-7	i	5	1
CN1C(=O)c2ccccc2Sc2ccc(NC(=O)NC3CC3)cc21	3	-0.7	-7	4	-2	3	16	i	-7	2
CCN(C(=S)NC(=O)C1CC1)c1ccccc1	5	-0.1	1	-2	-3	0	-4	i	5	-2
COc1cc(C(=O)NCCC(c2ccccc2)c2ccccc2)cc(OC)c1OC	5	1.7	-14	7	-9	2	-1	i	0	-6
COc1ccc(C)cc1NC(=O)CN(C)S(=O)(=O)c1cc(C)ccc1OC	3	-0.5	-5	-1	3	-1	1	i	4	-13
CC(=O)c1c(Nc2ccc3c(c2)OCCO3)oc(C)cc1=O	7	-1.4	-4	1	0	-2	-14	i	-2	-2

Screens from PubChem BioAssay.
